Compound activity deposited in PubChem by several laboratories.
Myeloid diff MLP = myeloid differentiation induction | ER-HoxA9 myeloid progenitors, lysozyme-GFP differentiation, flow cytometry | calls only at 10 µM | hit rate 1% among 360,000;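 active means normalized GFP-positive differentiation at or above the plate's own cutoff, the solvent-only control mean plus 3 SD; inconclusive means no clear call, values can overlap the other calls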;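 further: cells exposed to compound for four days before flow analysis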
NTR1 agonist = agonists of NTR1, primary screen, imaging, U2OS cells, beta-arrestin-GFP, high content (AID 493036); P30989; NTR1-U2OS beta-arrestin-GFP spot imaging, agonist mode; activation, % at 20 µM; hit rate 0.17% among 330,000;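 active means activation at or above 40% of the spot to cytoplasm intensity ratio, with at least 20 cells analyzed; inconclusive means wells under 20 cells, flagged as cytotoxic or low count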;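 further: 0% = DMSO without peptide and 100% = 100 nM NTR1 peptide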
Target sequence (P30989 whole entry, looked up): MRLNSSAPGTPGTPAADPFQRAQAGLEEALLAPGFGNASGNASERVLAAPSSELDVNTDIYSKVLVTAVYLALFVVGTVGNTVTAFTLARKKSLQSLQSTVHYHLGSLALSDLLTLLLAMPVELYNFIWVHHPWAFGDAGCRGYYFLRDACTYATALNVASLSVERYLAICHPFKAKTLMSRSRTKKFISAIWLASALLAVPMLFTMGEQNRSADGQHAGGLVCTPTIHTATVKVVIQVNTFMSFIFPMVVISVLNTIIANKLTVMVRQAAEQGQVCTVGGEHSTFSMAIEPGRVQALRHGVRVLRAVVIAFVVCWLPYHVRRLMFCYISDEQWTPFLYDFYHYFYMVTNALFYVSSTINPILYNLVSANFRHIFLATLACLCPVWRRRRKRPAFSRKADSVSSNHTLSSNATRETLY
HIV peptide binding = inhibitors of HIV fusion peptide binding, primary screen, biochemical, uHTS, fluorescence dequenching (AID 1986); inhibition, % at 20 µM, or IC50 in µM where a hit was titrated; cell-free peptide binding, fluorescence dequenching, 30 min; higher % means a stronger effect; hit rate 0.3% among 290,000; in the data active means inhibition mostly above about 52%, no sharp cut-off; inactive means mostly below about 76%; further: some results filed as inactive read as strong as hits
LYP inhibition = inhibitors of LYP phosphatase, biochemical, fluorescence intensity, uHTS (AID 1779); recombinant LYP phosphatase, fluorescence intensity; higher % means a stronger effect; hit rate 0.054% among 290,000; inhibition, % at 11.5 µM; hits with a dose series show IC50 in µM; in the data active means inhibition above about 50%;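 further: plate controls were vehicle with enzyme for no effect and no enzyme for full effect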
Siah-1 displacement = Siah-1 peptide-binding antagonists, primary screen, biochemical, fluorescence polarization, rhodamine-plectin, uHTS (AID 1817); Siah-1 / rhodamine-plectin peptide fluorescence polarization; higher % means a stronger effect; one-dose displacement, % at 20 µM; IC50 in µM for titrated hits; hit rate 0.02% among 290,000;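 active means displacement of at least 50% at 20 µM, with a fluorescence ratio check between 0.3 and a set limit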;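 further: plate controls were Siah plus tracer with DMSO for no effect and tracer alone without Siah for full effect; strong numbers were not always called active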
Rac1 GTP hydrolysis = MgcRacGAP GTPase-activating activity inhibitors, confirmation, biochemical, ADP Hunter fluorescence. MgcRacGAP-stimulated Rac1 GTP hydrolysis, ADP Hunter fluorescence; higher % means a stronger effect; GST-tagged Rac1 F28L mutant substrate. one-dose inhibition, % at 30 µM; IC50 in µM for titrated hits. hit rate 0.6% among 340,000. AID 624330;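 active means first-screen hits whose inhibition reached a set limit at any dose in the follow-up dose series; inconclusive means inhibition above the set first-screen limit but never retested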;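 further: fluorescence reports GDP produced by GAP-driven GTP hydrolysis; strong numbers were not always called active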
GPR55 antagonists = inhibition of LPI-stimulated GPR55 beta-arrestin translocation – imaging, U2OS, beta-arrestin-GFP, LPI agonist, primary screen (AID 2013); U2OS GPR55 beta-arrestin-GFP translocation imaging, LPI antagonism; higher % means a stronger effect; one-dose inhibition, % at 10 µM; IC50 in µM for titrated hits; hit rate 0.13% among 290,000;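 active means spots per cell inhibited over 60%, with over 100 cells counted and total cytoplasm intensity under 500,000; inconclusive means wells with under 100 cells, flagged as likely toxic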;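 further: U2OS cells stably carrying GPR55 and arrestin-GFP stimulated by 5 µM LPI near EC80; imaged beta-arrestin-GFP aggregate spots per cell after agonist stimulation; plate controls were LPI-stimulated DMSO wells for no effect and DMSO wells without LPI for full effect; some results filed as inactive read as strong as hits; confirmed hits need IC50 under 10 µM and bright autofluorescent wells are also inconclusive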
Salmonella PhoP GFP = inhibitors of PhoP regulon expression, primary screen, Salmonella Typhimurium, GFP reporter (AID 1863); one-dose inhibition, % at 50 µM; IC50 in µM for titrated hits; hit rate 0.16% among 300,000; S. Typhimurium PhoP-regulated promoter GFP reporter, 4 h; higher % means a stronger effect;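 active means inhibition over 29.93%, a cutoff 3 SD above the screen mean, later confirmed by dose response; inconclusive means inhibition over 29.93% but no dose response follow-up; inactive means inhibition at most 29.93% or unconfirmed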;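 further: 0% = low Mg2+ inducing control and 100% = high Mg2+ repressing control; strong numbers were not always called active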
GPR35 antagonists = inhibition of zaprinast-stimulated GPR35 beta-arrestin translocation – imaging, U2OS, beta-arrestin-GFP, zaprinast agonist, primary screen (AID 2058). U2OS GPR35 beta-arrestin-GFP translocation imaging, zaprinast antagonism; higher % means a stronger effect. inhibition, % at 10 µM; hits with a dose series show IC50 in µM. hit rate 0.052% among 290,000;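 active means inhibition of at least 50% with at least 30 cells and total cytoplasm GFP at most 10,000,000; inconclusive means under 30 cells or total GFP of 10,000,000 plus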
NTR1 agonist cell count 20 µM = recorded beside NTR1 agonist, whose call it bears; cell count; measured here: cell count, cytotoxicity flag
Myeloid diff MLP GFP+ MAC1+ % = further read-out of Myeloid diff MLP, marked with its call; GFP+ MAC1+ double positive, %; measured here: differentiation confirmed by MAC1 staining
* hit, by the source's call; i = inactive; ? = inconclusive; . = not tested or not shown; + = active, no number. The order is random; any-hit rate near 2.4%.

SMILES	Myeloid diff MLP	Myeloid diff MLP GFP+ MAC1+ %	NTR1 agonist	NTR1 agonist cell count 20 µM	HIV peptide binding	LYP inhibition	Siah-1 displacement	Rac1 GTP hydrolysis	GPR55 antagonists	Salmonella PhoP GFP	GPR35 antagonists
Cc1ccc(CNC(=O)c2cc3c(=O)n4ccccc4nc3n(CC3CCCO3)c2=N)cc1 (centres undefined)	i	0.7	3.6	92	3.0%	-38%	0%	-1%	12%	2%	-9%
N#Cc1c(-c2ccccc2F)cc(-c2cccnc2)nc1N	i	1.1	0.6	58	3.9%	-25%	5%	2%	7%	-15%	-9%
Cn1cc(/C=C(\C#N)C(=O)Nc2ccccc2O)c2ccccc21	i	0.2	11	100	5.7%	-2%	0%	.	9%	-5%	-5%
CC12CCC(=O)N1C(C(=O)N1CCN(S(=O)(=O)c3ccccc3F)CC1)CS2 (centres undefined)	i	0.6	1.3	75	.	.	.	3%	.	-9%	.
CCN1CCCC1CNC(=O)Cn1cccc1C(=O)c1ccccc1 (centres undefined)	i	0.6	1.0	43	1.3%	4%	8%	13%	-5%	-9%	-18%
Cc1ccccc1C(=O)N1CCc2c([nH]c3ccccc23)C1C(F)(F)F (centres undefined)	i	0.1	7.0	56	1.5%	2%	11%	7%	6%	-4%	7%
COc1ccc(NC(=O)C2CCN(S(=O)(=O)c3c(C)noc3C)CC2)cc1OC	i	2.0	-1.9	41	0.5%	-13%	-2%	10%	4%	-2%	-5%
CC(C)=CCN1CCN(Cc2ccc(N3CCNC3=O)cc2)CC1CCO (centres undefined)	i	0.4	0.7	60	1.8%	6%	-4%	8%	.	-9%	2%
COC(=O)c1c(NC(=S)NNC(=O)c2ccc(Cl)s2)sc(C(=O)N(C)C)c1C	i	5.0	0.2	64	8.0%	2%	4%	-1%	3%	-2%	0%
COCCN(CC(=O)NCc1ccc2c(c1)OCO2)C(=O)CCC(=O)Nc1nccs1	i	1.4	-0.9	93	0.0%	-5%	3%	3%	4%	0%	-4%
CC(C)C(=O)Nc1cccc(NC(=O)c2cccc([N+](=O)[O-])c2)c1	i	0.8	-4.7	100	-0.7%	-3%	-2%	11%	12%	3%	-2%
c1ccc(CNc2cncnc2)cc1	i	1.0	-0.4	76	0.9%	-5%	4%	6%	-4%	0%	6%
CNS(=O)(=O)c1cccc(C(=O)NCC(c2cccs2)N2CCOCC2)c1 (centres undefined)	i	0.5	0.2	53	.	.	.	12%	.	2%	.
C=CCOc1ccc2ccccc2c1CNc1ncn[nH]1	i	5.3	-0.5	59	-0.8%	-5%	4%	9%	-7%	-1%	10%
COc1ccc(C(CC(=O)Nc2ccc(C)cc2)NC(=O)C(F)(F)F)cc1 (centres undefined)	i	0.4	-0.8	61	-1.2%	-2%	-3%	-1%	7%	1%	-5%
CCOc1ccccc1NC(=O)CSc1nnc(Cc2cccn2C)n1-c1ccc(F)cc1	?	.	3.7	62	1.9%	65%*	3%	7%	-10%	-8%	1%
COC(=O)c1c(NC(=O)CCC(=O)O)sc2c1CCCCC2	i	0.4	2.2	53	1.8%	-6%	0%	-1%	3%	-3%	-10%
COc1ccccc1CN=C1NC(=O)C(CC(=O)Nc2ccc(C(C)=O)cc2)S1 (centres undefined)	i	0.9	1.7	53	4.0%	-6%	16%	-12%	1%	3%	-8%
N#CCC(=O)N/N=C/c1cc([N+](=O)[O-])ccc1N1CCCC1	i	0.4	-1.6	54	-0.8%	-2%	3%	13%	22%	-3%	-3%
COc1ccc(NC(=O)[C@@H]2CC=C[C@@H]3CCN(Cc4ccccc4)C(=O)[C@@H]32)cc1	i	1.2	-5.5	92	.	.	.	5%	.	4%	.

Continued, starting with the last 2 of the part before.
SMILES	Myeloid diff MLP	Myeloid diff MLP GFP+ MAC1+ %	NTR1 agonist	NTR1 agonist cell count 20 µM	HIV peptide binding	LYP inhibition	Siah-1 displacement	Rac1 GTP hydrolysis	GPR55 antagonists	Salmonella PhoP GFP	GPR35 antagonists
N#CCC(=O)N/N=C/c1cc([N+](=O)[O-])ccc1N1CCCC1	i	0.4	-1.6	54	-0.8%	-2%	3%	13%	22%	-3%	-3%
COc1ccc(NC(=O)[C@@H]2CC=C[C@@H]3CCN(Cc4ccccc4)C(=O)[C@@H]32)cc1	i	1.2	-5.5	92	.	.	.	5%	.	4%	.
COCCn1c(CCC(=O)O)nc2c1c(=O)[nH]c(=O)n2CC(C)C	i	0.4	-1.0	77	0.3%	-6%	0%	4%	1%	2%	-2%
O=C(Nc1ccc(Oc2ccccc2)nc1)C1CCCCN1Cc1cccc(OCCO)c1 (centres undefined)	i	1.9	-0.9	72	2.4%	-6%	10%	1%	-2%	3%	7%
COc1ccccc1OCC(=O)N1CCCCCCC1	i	0.7	1.0	59	0.2%	-7%	2%	-2%	3%	-4%	2%
Nc1ccncc1N	?	.	-0.3	63	.	.	.	6%	.	-3%	.
O=C(Cc1cccs1)N/N=C/c1ccccn1	i	0.4	0.4	33	0.5%	-10%	-4%	9%	2%	1%	-7%
CC(=O)N(/N=C1\Sc2ccccc2C1=O)c1ccc(C)cc1C	+	2.1*	-2.4	49	-1.7%	-2%	2%	4%	18%	3%	21%
O=C(O)/C=C/c1ccccc1Oc1ccccc1	i	2.0	-2.6	16	4.5%	-1%	2%	4%	4%	1%	14%
COc1ccc(C(=O)N2CC(=O)Nc3ccc(C)cc3C2c2ccccc2)cc1 (centres undefined)	i	1.1	-0.4	92	1.8%	-6%	5%	3%	6%	.	-5%
CCC(C)NC(=O)CC(NS(=O)(=O)c1ccc(C)cc1)c1ccc(OC)cc1 (centres undefined)	i	1.4	-1.3	71	-0.2%	-4%	6%	4%	1%	-4%	4%
C=CCN1CCN(Cc2cnc(Cl)s2)CC1	i	2.5	-0.4	72	-2.6%	-1%	2%	4%	6%	0%	-8%
C=CCN1C(=NC(=O)COc2ccccc2)SC2CS(=O)(=O)CC21 (centres undefined)	i	4.7	-0.3	32	0.0%	-9%	15%	10%	13%	-8%	-15%
CC1(C)CC(=O)C=C(NCCN2CCN(C(=S)Nc3ccccc3)CC2)C1	i	0.8	3.5	33	-0.6%	-3%	-4%	8%	-4%	-7%	0%
CC(C)(C)OC(=O)N1CCC(C(=O)O)CC1	i	1.3	0.0	70	20%	-10%	0%	-4%	-4%	-12%	-8%
CC(=O)Nc1ccc(S(=O)(=O)Nc2nc3nc(-c4ccccc4)cc(-c4ccccc4)n3n2)cc1	i	0.7	-0.1	78	30%	-4%	-1%	9%	12%	-4%	-13%
COc1ccc(N(C)S(=O)(=O)c2cccc(C(=O)Nc3nc4ccccc4[nH]3)c2)cc1	i	0.4	0.5	55	-1.9%	2%	1%	9%	-4%	2%	11%
O=c1c2ccccc2nnn1COc1ccc(Cl)cc1Br	i	1.1	2.6	69	-1.0%	0%	1%	1%	12%	-6%	-7%
COCC(C)NC(=O)CCS(=O)(=O)c1nc(-c2ccc(OC)cc2)cc(C(F)(F)F)n1 (centres undefined)	i	0.8	15	39	-0.9%	-4%	2%	9%	7%	-7%	2%
CC1CC(C)CN(S(=O)(=O)c2ccc3c(c2)oc(=O)n3CC(=O)NCc2cccnc2)C1 (centres undefined)	i	0.1	2.8	62	-1.2%	-11%	10%	8%	11%	-4%	-3%
CN1CCCC(OC(=O)CCCC(=O)OC2CCCN(C)C2)C1 (centres undefined)	i	0.5	-1.1	36	0.4%	-9%	3%	10%	20%	32%	10%
COC(=O)CNC(=O)Cn1c(=O)n(Cc2ccc(F)cc2)c(=O)c2sccc21	i	0.6	0.1	54	-1.3%	-8%	-2%	7%	10%	1%	-6%

Ordered by value in LYP inhibition (falling): 4 from the list above
mol | LYP inhibition
Cc1ccccc1C(=O)N1CCc2c([nH]c3ccccc23)C1C(F)(F)F (centres undefined) | 2%
COCC(C)NC(=O)CCS(=O)(=O)c1nc(-c2ccc(OC)cc2)cc(C(F)(F)F)n1 (centres undefined) | -4%
O=C(Nc1ccc(Oc2ccccc2)nc1)C1CCCCN1Cc1cccc(OCCO)c1 (centres undefined) | -6%
COc1ccc(NC(=O)C2CCN(S(=O)(=O)c3c(C)noc3C)CC2)cc1OC | -13%

(next part)
SMILES	Myeloid diff MLP	Myeloid diff MLP GFP+ MAC1+ %	NTR1 agonist	NTR1 agonist cell count 20 µM	HIV peptide binding	LYP inhibition	Siah-1 displacement	Rac1 GTP hydrolysis	GPR55 antagonists	Salmonella PhoP GFP	GPR35 antagonists
Cn1cc(Br)cc2nc(C(F)(F)F)nc1-2	+	3.9*	0.0	49	0.8%	-5%	3%	3%	8%	4%	5%
COC(=O)c1cc(=O)c2c(C)nc(C(Cl)(Cl)Cl)nc2[nH]1	i	0.2	-1.1	41	2.4%	-2%	-3%	.	-5%	-2%	-10%
COc1ccccc1CNc1nc2nc(C)cc(=O)n2[nH]1	i	0.7	-0.3	69	-1.5%	-1%	-4%	14%	7%	2%	14%
CCN1CCN(C(=O)N(c2ccccc2)c2ccccc2)CC1	i	0.4	-0.1	90	-0.8%	-8%	0%	5%	-2%	3%	10%
COc1cccc(CNC(=O)Cn2nc(C)c([N+](=O)[O-])c2C)c1	i	1.3	-0.7	71	0.5%	-6%	0%	4%	-2%	-3%	-2%
NS(=O)(=O)c1ccc(NC(=S)N2CCN(C(=O)C3CCCO3)CC2)cc1 (centres undefined)	i	1.5	-0.7	63	0.6%	-2%	-2%	8%	15%	-6%	-3%
CC(C)c1onc(C(=O)N2CCCCC2C)c1[N+](=O)[O-] (centres undefined)	i	0.6	-0.1	54	-1.4%	-5%	0%	9%	7%	-3%	10%
Cc1cccc(C(=O)OCC(=O)NCCNC(=O)COC(=O)c2cccc(C)c2C)c1C	i	2.5	-0.2	58	-0.1%	-16%	-6%	9%	-4%	-2%	4%
Cc1cc(OCCN2CCOCC2)nc2ccccc12	i	0.9	-0.2	47	-0.8%	-1%	-1%	9%	3%	11%	0%
O=S(=O)(NCc1cccnc1)c1ccc(Cl)cc1	i	1.2	-0.6	61	-0.3%	-16%	0%	10%	74%	7%	-9%
CC1CCN(CCC(=O)N/N=C/c2ccc([N+](=O)[O-])cc2)CC1	i	0.2	0.3	60	2.7%	0%	0%	9%	3%	-11%	2%
Cc1cc(=O)oc2cc(OCCCN3C(=O)c4ccccc4C3=O)ccc12	i	0.6	1.2	76	-2.8%	-3%	18%	8%	10%	-7%	-12%
